RGS12 GoLoco inh – inhibitors of human Gai1-RGS12 GoLoco interaction (red fluorophore). P63096. Gai1:RGS12 GoLoco peptide FP, rhodamine, 10 min. Potency, µM (titrated, usually from 61.6 µM), inactives show at the top dose activity, negative = inhibition, actives largely listed as inhibitors. 230,000 tested, 0.44% active. AID 880; active = well fitted inhibition curve with a large enough effect, not every such curve was filed as active; inactive = no such curve, though single readings can be large or run the other way; note: nearly all actives have a fitted effect of over 30% in size; many of its hits are not listed in these tables
KDM4E inh – blocks human JMJD2E demethylase activity. B2RXH2. JMJD2E catalytic domain, FDH-coupled NADH fluorescence (FDH is formaldehyde dehydrogenase). Potency, µM (doses to about 57.1 µM), for inactives: top-dose activity change, negative = inhibition, hits mostly inhibitors. 230,000 tested, 1.6% active. AID 2147; active = well fitted inhibition curve with a large enough effect, not every such curve was filed as active; inconclusive = small, poorly fitted or top-dose-only effect, or another doubt; inactive = no such curve, though single readings can be large or run the other way;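 note: 0% = wells with enzyme and -100% = buffer wells without enzyme; nearly all actives have a fitted effect of over 50% in size; many of its hits are not listed in these tables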
RECQ1 inh – RECQ1 (human) helicase inhibition | 240,000 tested, 0.54% active | AID 2549 | RECQ1 DNA unwinding, red fluorescence kinetic read | Potency, µM (doses to about 57.3 µM), without a hit: at the top dose activity, negative = inhibition, hits mostly inhibitors | P46063;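 note: plate controls were vehicle for no effect and no enzyme for full effect; nearly all actives have a fitted effect of over 30% in size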
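50 nM RECQ1T1 preincubated 15 min with compound in Tris pH 8.0 buffer with MgCl2, DTT, Tween-20 and 2.5 ug/ml poly(dI-dC); started with 200 nM TAMRA/BHQ-2 forked duplex and 2 mM ATP. Unwinding read as fluorescence (525/598 nm), two reads 2 h apart.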
TR SRC2 fluor cs – counter-screen for TRb-SRC2 inhibitors: fluorescence interference | TRb/SRC2 Texas Red total fluorescence interference | 280,000 tested, 0.29% active | Potency, µM (highest dose often 106 µM), for the others: at the top dose fluorescence change, negative = quenching; active = well fitted curve in either direction with a large enough effect; inconclusive = small, poorly fitted or top-dose-only effect
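Human TRb ligand-binding domain at 0.6 uM with 20 nM Texas Red SRC2 peptide in Tris buffer containing 1 uM T3 and 5% DMSO, incubated with compound 5 h at ambient temperature. Total fluorescence (555/632 nm) calculated as parallel + 2 × perpendicular.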
L3MBTL1 inh – blocks human L3MBTL1 | Q9Y468 | AID 485360 | 230,000 tested, 0.66% active | Potency, µM (titrated, usually from 57.1 µM), for inactives: at the highest dose activity, negative = inhibition, usual class: inhibitors | AlphaScreen L3MBTL1–H3K9me1 peptide binding; note: nearly all actives have a fitted effect of over 60% in size
Target sequence (Q9Y468 whole entry, looked up): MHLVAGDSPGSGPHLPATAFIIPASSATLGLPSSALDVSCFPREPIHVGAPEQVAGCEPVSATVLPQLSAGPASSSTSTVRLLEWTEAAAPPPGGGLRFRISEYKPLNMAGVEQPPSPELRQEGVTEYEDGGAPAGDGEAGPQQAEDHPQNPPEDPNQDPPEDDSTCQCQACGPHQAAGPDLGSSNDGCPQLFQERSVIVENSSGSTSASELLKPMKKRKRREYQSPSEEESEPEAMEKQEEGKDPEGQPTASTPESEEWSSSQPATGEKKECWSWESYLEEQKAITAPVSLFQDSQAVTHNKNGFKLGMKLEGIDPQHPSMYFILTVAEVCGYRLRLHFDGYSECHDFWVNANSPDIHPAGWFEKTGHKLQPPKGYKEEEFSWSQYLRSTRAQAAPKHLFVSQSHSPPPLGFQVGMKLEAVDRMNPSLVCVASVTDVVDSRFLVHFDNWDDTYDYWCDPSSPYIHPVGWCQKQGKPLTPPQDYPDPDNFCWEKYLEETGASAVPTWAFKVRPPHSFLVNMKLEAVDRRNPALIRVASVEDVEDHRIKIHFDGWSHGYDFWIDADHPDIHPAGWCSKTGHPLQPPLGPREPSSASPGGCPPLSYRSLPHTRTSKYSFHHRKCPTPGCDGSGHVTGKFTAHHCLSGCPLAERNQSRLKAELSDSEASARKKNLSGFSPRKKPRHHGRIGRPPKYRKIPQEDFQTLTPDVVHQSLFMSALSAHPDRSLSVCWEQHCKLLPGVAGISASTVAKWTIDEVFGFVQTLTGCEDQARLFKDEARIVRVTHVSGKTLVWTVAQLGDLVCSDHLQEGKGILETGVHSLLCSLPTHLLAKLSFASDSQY
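L3MBTL1 50 nM + b-AHA-H3(1-15)K9me1 75 nM, 30 min RT; compound added, 30 min RT; streptavidin donor/Ni-chelate acceptor beads 10 ug/mL each final, 30 min RT dark; AlphaScreen read.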
Tau ThT inhib – blocks human tau fibril formation measured by thioflavin T. 270,000 tested, 2.1% active. recombinant tau K18 P301L, heparin-induced fibrillization, ThT fluorescence. AID 1460. Potency, µM (top dose mostly 57.4 µM), for inactives: at the highest dose activity, negative = inhibition, most hits filed as inhibitors; note: nearly all actives have a fitted effect of over 55% in size
Target sequence (P10636 561-689 P618L limits assumed): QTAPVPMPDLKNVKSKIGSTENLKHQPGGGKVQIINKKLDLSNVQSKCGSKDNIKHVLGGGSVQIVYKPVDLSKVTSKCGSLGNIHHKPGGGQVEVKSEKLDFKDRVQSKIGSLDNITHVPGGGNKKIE
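Fibril formation assay: tau K18 P301L at 15 uM with trace Alexa 594 label, heparin inducer 20 uM, pH 7 sodium acetate buffer, 37 C for 6 hr; endpoint ThT signal.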
Tau fibril FP – tau fibrillization inhibition (FP); K18 P301L tau heparin fibrillization, Alexa594 FP, 6 h; P10636; AID 1468; Potency, µM (titrated, usually from 57.7 µM), without a hit: top-dose activity, negative = inhibition, actives largely listed as inhibitors; 280,000 tested, 0.39% active; note: nearly all actives have a fitted effect of over 55% in size
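Steps: dispense K18 P301L tau (15 uM plus 0.24 uM Alexa 594 tracer, final) in pH 7 sodium acetate; add compound; add heparin (20 uM final); incubate 6 hr, 37 C; add ThT (30 uM final); after 1 hr ambient, read FP.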
TRb-SRC2 inh – inhibitors of human thyroid hormone receptor beta-SRC2 interaction; P10828; TRbeta-SRC2 peptide binding, fluorescence polarization; receptor liganded with 1 µM T3; Potency, µM (series often up to 106 µM), for inactives: top-dose activity change, negative = inhibition, actives largely listed as inhibitors; 280,000 tested, 0.065% active;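 note: plate controls were bound peptide for no effect and peptide without receptor for full effect; nearly all actives have a fitted effect of over 50% in size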
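Assay buffer: 20 mM Tris-HCl, 100 mM NaCl, 10% glycerol, 1 mM EDTA, 0.01% NP-40, 1 mM DTT, 1 uM T3, 5% DMSO; TRb LBD 0.6 uM, Texas Red SRC2 20 nM; FP after 5 hr.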
Numbers without * were called inactive; i = inactive; u = inconclusive; x = no result given; [ ] = remark or other dose. Unless noted, calls come from the whole dose curve; as a rule, active = well fitted curve in the direction sought with a large enough effect; inconclusive = small, poorly fitted or top-dose-only effect, or another doubt; inactive = no such curve, though single readings can be large; an effect the other way counts as inactive or inconclusive. Unless noted, % is set by controls: 0 for no effect and ±100 for the full control effect; potency is the fitted concentration of half-maximal effect. Not all compounds are listed. The share of hits here may be higher or lower than overall.

The opening 2 records as a preview:
SMILES	RGS12 GoLoco inh	KDM4E inh	RECQ1 inh	TR SRC2 fluor cs	L3MBTL1 inh	Tau ThT inhib	Tau fibril FP	TRb-SRC2 inh
CC(C)CCn1c(=O)c2ccccc2n2c(CCl)nnc12	-5%	u	2%	-3%	-13%	-4%	4%	-8%
Cc1cc(N2CCN(c3ccccc3)CC2)nc(-n2nc(C)cc2C)n1	4%	4%	i	-2%	-19%	u	-2%	-6%

The list itself, from the start:
SMILES	RGS12 GoLoco inh	KDM4E inh	RECQ1 inh	TR SRC2 fluor cs	L3MBTL1 inh	Tau ThT inhib	Tau fibril FP	TRb-SRC2 inh
CC(C)CCn1c(=O)c2ccccc2n2c(CCl)nnc12	-5%	u	2%	-3%	-13%	-4%	4%	-8%
Cc1cc(N2CCN(c3ccccc3)CC2)nc(-n2nc(C)cc2C)n1	4%	4%	i	-2%	-19%	u	-2%	-6%
COc1ccc(CCNC(=O)c2ccc(-c3ccc([N+](=O)[O-])cc3Cl)o2)cc1	x	-7%	-13%	-3%	-17%	u	u	-4%
COc1ccc(OC)c(-n2c(-c3cccc(C)c3)n[nH]c2=S)c1	10%	-13%	-7%	-1%	-4%	-5%	1%	-2%
COc1ccc(S(=O)(=O)NC(CC(=O)N2CCc3ccccc32)c2ccco2)cc1 (stereo unspecified)	5%	-2%	0%	-1%	0%[11.4 µM]	-10%	3%	-5%
CCN(CC)C(=O)c1ccc(C(=O)c2c(C)cc(C)cc2C)cc1	4%	5%	0%	-3%	x	-3%	-10%	-4%
Cc1cccn2cc(CNC(=O)CC3CCCC3)nc12	20%	u	-3%	2%	-10%	-5%	0%	-5%
COc1ccc(NC(=O)Nc2cccs2)cc1OC	9%	u	-14%	-5%	x	16µM*	2%	-6%
COCCn1c(SCC#N)nnc1-c1ccccc1O	3%	-1%	-9%	-3%	11%[11.4 µM]	-3%	1%	-4%
COc1ccc(C)cc1NC(=O)C1CCN(S(=O)(=O)c2cccc3cccnc23)CC1	0%	0%	23%	-2%	2%	-1%	5%	8%
COCc1c(C(=O)N/N=C/C2CC=CCC2)nnn1-c1nonc1N (stereo unspecified)	10%	28%	-2%	1%	-1%	1%	3%	-5%
CCOc1ccccc1-c1nnc(SCC(=O)Nc2ccccc2)o1	-4%	-1%	-1%	1%	16%[11.4 µM]	-7%	-6%	9%
COc1cccc(CN2CCNC(=O)C2CC(=O)N(C)CCc2ccccn2)c1 (stereo unspecified)	-5%	-17%	i	-1%	11%	-11%	-10%	1%
CC(OC(=O)CCCOc1ccccc1)C(=O)NC(N)=O (stereo unspecified)	-9%	-7%	-6%	-1%	x	-2%	7%	-15%
CCC(c1nnnn1CCOC)N1CCN(c2cccc(C(F)(F)F)c2)CC1 (stereo unspecified)	8%	3%	-11%	2%	4%	0%	11%	-2%
Cc1cc2c(cc(C(=O)NCCCN3CCOCC3)n2Cc2ccc(Cl)cc2)o1	-9%	u	-6%	1%	-4%	-12%	0%	4%
COc1ccc(OCC2CC3C(CCC(C)C3c3ccc(Br)cc3)C(=O)O2)cc1 (stereo unspecified)	x	x	-5%[11.5 µM]	-1%[11.2 µM]	x	-18%[11.5 µM]	3%[11.6 µM]	3%[11.2 µM]
O=C(CSc1nnc(COc2ccccc2)o1)Nc1nccs1	14%	5%	0%	0%	u	u	-2%	-1%
O=CN(/C=C1\Sc2ccccc2C1=O)Cc1ccccc1	22%	u	5%	16%	x	u	11%	22%
C=CCOc1c(Br)cc(/C=N\n2nnnc2N)cc1OC	-5%	-7%	-10%	1%	1%	-9%	-9%	-7%
[O-][n+]1onc2c1C(N1CCOCC1)CCC2N1CCOCC1 (stereo unspecified)	6%	3%	-7%	-3%	x	-17%	5%	-7%
CN(C)CCNC(=O)COc1ccc(C23CC4CC(CC(C4)C2)C3)cc1	5%	-14%	14%	-3%	-11%	1%	-9%	4%
CCN(c1ccccc1)S(=O)(=O)c1ccc(Cl)nc1	8%	3%	-4%	-2%	x	3%	-5%	11%
CN(Cc1nc(-c2ccccn2)no1)S(=O)(=O)c1ccc(Br)cc1	2%	2%	-13%	-4%	-11%[11.4 µM]	-11%	7%	0%
COC(=O)c1ccc(CSc2nc3c(cnn3-c3ccccc3)c(=O)[nH]2)o1	8%	6%	1%	-5%	0%	5%	7%	0%
(further entries)
SMILES	RGS12 GoLoco inh	KDM4E inh	RECQ1 inh	TR SRC2 fluor cs	L3MBTL1 inh	Tau ThT inhib	Tau fibril FP	TRb-SRC2 inh
C/C(=N\NC(=O)c1ccccc1)c1ccccc1F	2%	3%	4%	2%	6%	7%	5%	-2%
CCc1ccc(NC(=O)Cn2c(=O)n(-c3cc(C)cc(C)c3)c(=O)c3oc4ccccc4c32)cc1	x	x	x	0%	x	1%	-19%	-1%
CCOc1ccc(NC(=O)Cn2c(=O)n(-c3ccc(C)cc3)c(=O)c3cc(OC)c(OC)cc32)cc1	x	x	x	-1%	x	18%	-13%	-2%
Cc1cccc(-c2nc3c4c(-c5ccccc5)c(-c5ccccc5)oc4ncn3n2)c1	x	x	x	-4%	x	0%	-3%	7%
O=C(Cn1c2c(c(=O)n3ncnc13)CCC2)N/N=C/c1cccs1	2%	-2%	i	1%	-4%	-11%	-3%	-4%
CCc1ccc(/C=C2/C(=O)N(CC)C(=S)N2C)s1	1%	4%	i	-2%	9%	u	6%	-5%
CC(=O)c1ccc(N2CCN(C(=O)CCS(=O)(=O)c3ccc4c(c3)oc(=O)n4C)CC2)cc1	x	x	x	-4%	x	u	-10%	1%
O=C(CSCc1c(Cl)cccc1Cl)Nc1cccnc1	5%	4%	u	-5%	x	-13%	-2%	-1%
CCCCCNc1nc(-c2ccccc2)cs1	-3%	-6%	i	-1%	x	u	12%	-1%
Cc1nc(-c2cccnc2)sc1C(N)=O	4%	-9%	i	-4%	1%	-7%	-6%	-6%
CCOC(=O)C1CCCCN1Cc1ccc(F)c(Br)c1 (stereo unspecified)	-17%	u	i	-1%	x	-5%	4%	-17%
COc1ccc(N=c2oc3c(OC)cccc3cc2C(=O)NCc2ccco2)cc1OC	6%	-9%	-10%	-13%	x	u	5%	-5%
C[C@@H]1CN(c2nc3nonc3nc2N2CCSCC2)C[C@H](C)O1	16%	2%	i	0%	3%	-5%	0%	2%
c1ccc(-n2nnnc2SCc2cn3ccccc3n2)cc1	14%	-4%	11%	4%	x	2%	6%	-22%
CCCN(CCC)S(=O)(=O)c1ccc(C(=O)NCc2n[nH]c(=S)n2-c2ccc(Cl)c(Cl)c2)cc1	6%	2%	-5%	-2%	-16%	-16%	5%	2%
CCOc1ccc(-c2nnc3ccc(SCC(=O)Nc4nc5ccc(C)cc5s4)nn23)cc1	-3%	131%[activator]	-10%	u	7%	-7%	u	-7%
O=C(N/N=C/c1nn(-c2ccccc2)cc1-c1ccc(Cl)cc1)c1ccncc1	7%	6%	-5%	0%	3%	4%	6%	-1%
COc1ccc(C(=O)NCC2OCCc3ccccc32)c(O)c1 (stereo unspecified)	1%	u	i	-4%	x	-17%	0%	1%
CCN1CCC(N(Cc2ccc3c(c2)OCO3)C(=O)Nc2cc(F)ccc2F)CC1	x	x	x	u	x	1%	2%	-1%
O=C(O)CCC(=O)NC1CCCCCCC1	7%	-1%	-2%	1%	1%	-2%	2%	3%
COc1cc(C)c(S(=O)(=O)N2CCOCC2)cc1C	-13%	1%	i	3%	14%	1%	8%	-4%
Cc1noc(C)c1S(=O)(=O)Nc1ccc(C(=O)Nc2ccc(C(C)C)cc2)cc1	x	x	x	-1%	x	-3%	u	-12%
Cc1cc(C)n2c(SCCO)nnc2n1	0%	u	-5%	-2%	3%	1%	13%	3%
CCOc1ccc(NC(=O)N2CCC(CN3CCC(C)CC3)CC2)cc1	x	x	x	100µM*[quencher]	x	-1%	2%	-19%
COc1ccc(CCNC(=O)c2nc(-c3ccc(Cl)cc3)n3c2CCCCC3)c(OC)c1	x	x	x	3%	x	-9%	6%	0%
The listing continues:
SMILES	RGS12 GoLoco inh	KDM4E inh	RECQ1 inh	TR SRC2 fluor cs	L3MBTL1 inh	Tau ThT inhib	Tau fibril FP	TRb-SRC2 inh
CSc1nc2cc(C)nn2c(-c2ccc(C(C)(C)C)cc2)c1C#N	4%	u	-5%	-3%	1%	1%	-4%	-5%
O=C(CSCc1cnn(-c2ccccc2)c1-n1cccc1)NCc1cccs1	3%	-4%	-5%	1%	x	-24%	2%	-16%
COc1cc(/C=N/NC(=O)CCc2n[nH]c(=O)[nH]c2=O)cc(OC)c1OC	-6%	u	-1%	-15%	9%	0%	7%	8%
O=C(Cn1nc2sc3ccccc3n2c(=O)c1=O)c1ccc(Cl)cc1	6%	-1%	-14%	0%	4%	-11%	-4%	2%
COc1ccccc1C(=O)Nc1ccc2nc(SCC(=O)N3CCCC3)sc2c1	x	x	x	-8%	x	-16%	5%	-7%
O=C(Nc1ccc(Cl)cn1)c1ccc(COc2ccccc2Br)o1	7%	u	-18%	-1%	x	u	-13%	6%
CCOC(=O)C1=c2/c(=C/c3ccncc3)c(N)c(C(=O)OC)n2C(=O)C(c2ccncc2)S1 (stereo unspecified)	17%	-1%	-6%	-6%	-3%[11.4 µM]	u	-8%	2%
CCCCCCCNc1nc(Cl)nc(NCCO)n1	6%	-9%	i	-5%	14%	-8%	-1%	-7%
CCn1nnc(NC(=O)C(C)(c2ccccc2)c2ccccc2)n1	11%	-7%	-3%	1%	8%	-1%	-3%	1%
Cc1ccccc1NC(=O)CNC(=O)c1ccc(C(F)(F)F)cc1	-9%	12%	-10%	-2%	6%	9%	-10%	1%
O=C1N(c2ccc3c(c2)OCCO3)C(c2ccccc2)C1(F)F (stereo unspecified)	2%	-7%	i	-2%	14%	-2%	-5%	-14%
O=C(CSc1nnc(-c2cc(-c3cccs3)nc3ccccc23)o1)NC1CCCCC1	11%	u	-2%	-4%	x	-15%	u	-3%
CC1=C(C(=O)Nc2ccc(C)cc2C)C(c2cccs2)NC(=S)N1 (stereo unspecified)	9%	7%	3%	1%	11%	u	-8%	-2%
C=CCn1c(=O)/c(=C/c2ccc(Cl)cc2)s/c1=C(/C#N)c1nnc2n1CCCCC2	7%	3%	8%	0%	x	u	0%	3%
